# INS-1E ATP HTS: preserves ATP levels in cytokine-treated INS-1E cells | INS-1E cytokine-induced death, ATP luminescence, 48 h; normalised: neutral wells 0, positive control 100 | protection from cytokine-induced ATP loss, % at 10 µM | 20,000 compounds, 0.1% hits | AID 488910;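 active means mean replicate protection from cytokine-induced ATP loss at least 50% and at least 75% of replicates each reaching 50%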
#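 assay system = INS-1E rat insulinoma cells | amount = 8000 cells per well | medium = phenol-red-free RPMI with 5% fetal bovine serum | doses = one compound concentration, pin transfer | timing = 48 h cytokine plus compound treatment, 10 min reagent incubation | also added = IL-1β, TNF-α and IFN-γ cytokine mix | signal = CellTiter-Glo luminescence measuring cellular ATP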
# T cruzi HTS: blocks T. cruzi growth inside host cells; AID 651903; intracellular Trypanosoma cruzi in host cells, plate reader; 22,000 compounds, 4.9% hits; activity score (inhibition), % at 5.01 µM; in the data active means activity score above about 55%;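 further: parasites and compound incubated about four days before reading; 0% = median of neutral control wells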
# Active calls of the source: *; · = not tested or not shown.
mol | INS-1E ATP HTS | T cruzi HTS
C[C@H]1CN([C@@H](C)CO)C(=O)CCCn2nncc2CO[C@H]1CN(C)Cc1cccc(C(F)(F)F)c1 | -1 | 16
C[C@@H]1CN([C@H](C)CO)C(=O)c2cc(NC(=O)Nc3ccc4c(c3)OCO4)ccc2O[C@@H]1CN(C)S(=O)(=O)c1cn(C)cn1 | 11 | -18
C[C@@H]1CN([C@@H](C)CO)C(=O)c2cc(NC(=O)Nc3ccc(F)cc3)ccc2O[C@H]1CN(C)S(=O)(=O)c1cccs1 | -10 | 49
C[C@@H]1CN([C@H](C)CO)C(=O)c2cc(NC(=O)c3ccncc3)ccc2O[C@H]1CN(C)S(=O)(=O)c1cn(C)cn1 | 8 | -15
C[C@H]1CN([C@@H](C)CO)C(=O)c2cc(NC(=O)Nc3ccccc3)ccc2O[C@@H]1CN(C)C(=O)Nc1ccc(C(F)(F)F)cc1 | -57 | -8
O=C(O)CCCCCC(=O)N/N=C/CCC1CCCCC1 | -6 | -17
COc1ccc(CN(C)C[C@@H]2Oc3c(NS(=O)(=O)c4ccc(C)cc4)cccc3C(=O)N([C@H](C)CO)C[C@@H]2C)cc1 | -12 | 12
Cc1ccc(S(=O)(=O)Nc2ccc3c(c2)CC(=O)N([C@H](C)CO)C[C@@H](C)[C@@H](CN(C)Cc2ccc(Oc4ccccc4)cc2)O3)cc1 | -22 | 65*
O=C(O)CCCCCCC(=O)N/N=C/c1cccnc1 | 11 | -12
C[C@@H]1CN([C@H](C)CO)C(=O)c2cc(NC(=O)Nc3ccccc3)ccc2O[C@H]1CN(C)C(=O)Nc1ccccc1 | -1 | 7
C[C@H](CO)N1C[C@H](C)[C@H](CN(C)Cc2ccc(-c3ccccc3)cc2)Oc2c(NC(=O)C3CCOCC3)cccc2C1=O | -12 | -9
COc1ccc(CN(C)C[C@@H]2Oc3c(NC(=O)Nc4ccc(OC)cc4)cccc3C(=O)N([C@@H](C)CO)C[C@H]2C)cc1 | -7 | 3
CCCC(O)C#Cc1cnc2c(c1)C(=O)N([C@H](C)CO)C[C@H](C)[C@H](CN(C)S(=O)(=O)c1ccc(F)cc1)O2 (some centres undefined) | · | 18
C[C@@H]1CN([C@H](C)CO)C(=O)c2cccc(N(C)C)c2O[C@@H]1CN(C)Cc1ccc2c(c1)OCO2 | -3 | -1
Cc1noc(C)c1S(=O)(=O)Nc1cccc2c1O[C@@H](CN(C)S(=O)(=O)c1ccccc1)[C@@H](C)CN([C@H](C)CO)C2=O | 10 | -19
C[C@@H]1CN([C@@H](C)CO)C(=O)c2cc(NC(=O)C3CCCCC3)ccc2O[C@@H]1CN(C)S(=O)(=O)c1ccccc1 | · | 5
O=C(N/N=C/c1cc(Br)cs1)c1ccccn1 | -4 | -16
COc1ccc(NC(=O)N(C)C[C@@H]2Oc3ccc(NS(C)(=O)=O)cc3C(=O)N([C@H](C)CO)C[C@@H]2C)cc1 | 6 | -4
COc1ccc(S(=O)(=O)N(C)C[C@H]2Oc3c(NC(=O)NC(C)C)cccc3C(=O)N([C@H](C)CO)C[C@H]2C)cc1 | 11 | -11
Cc1noc(C)c1NC(=O)N(C)C[C@H]1OCCCC[C@@H](C)Oc2ccc(NS(C)(=O)=O)cc2C(=O)N([C@H](C)CO)C[C@@H]1C | 6 | -13
C[C@@H]1CN([C@@H](C)CO)C(=O)CCCn2cc(nn2)CO[C@@H]1CN(C)Cc1cccc(C(=O)O)c1 | · | -25
C[C@H](CO)N1C[C@H](C)[C@H](CN(C)Cc2ccc(-c3ccccc3)cc2)Oc2c(NS(=O)(=O)c3cccs3)cccc2C1=O | -25 | 22
C[C@@H]1CN([C@H](C)CO)C(=O)c2cc(NC(=O)Nc3ccc(C(F)(F)F)cc3)ccc2O[C@@H]1CN(C)S(C)(=O)=O | 14 | -20
COc1ccc(NC(=O)Nc2cccc3c2O[C@H](CN(C)C(=O)NC(C)C)[C@H](C)CN([C@H](C)CO)C3=O)cc1 | 6 | -3
C[C@H](CO)N1C[C@H](C)[C@H](CN(C)S(=O)(=O)c2cccs2)Oc2c(NC(=O)Nc3ccccc3)cccc2C1=O | 4 | -14

# Next section (2 carried over from the part before).
mol | INS-1E ATP HTS | T cruzi HTS
COc1ccc(NC(=O)Nc2cccc3c2O[C@H](CN(C)C(=O)NC(C)C)[C@H](C)CN([C@H](C)CO)C3=O)cc1 | 6 | -3
C[C@H](CO)N1C[C@H](C)[C@H](CN(C)S(=O)(=O)c2cccs2)Oc2c(NC(=O)Nc3ccccc3)cccc2C1=O | 4 | -14
C[C@@H]1CN([C@@H](C)CO)C(=O)c2cccc(N(C)C)c2O[C@@H]1CN(C)Cc1ccc(-c2ccccc2)cc1 | -12 | -12
Cc1ccc(S(=O)(=O)Nc2ccc3c(c2)C(=O)N([C@H](C)CO)C[C@H](C)[C@H](CN(C)C(=O)c2ccncc2)OCCCC[C@@H](C)O3)cc1 | 14 | -8
C[C@@H]1CN([C@H](C)CO)C(=O)c2cc(NC(=O)Nc3ccc(C(F)(F)F)cc3)ccc2O[C@H]1CN(C)Cc1ccc(C(F)(F)F)cc1 | -108 | 39
C[C@@H]1CN([C@H](C)CO)C(=O)CCCn2cc(nn2)CO[C@@H]1CN(C)S(=O)(=O)c1ccc(F)cc1 | · | 4
O=C(CCCCCCC(=O)Nc1ccccc1O)N/N=C/c1cccc(C(=O)O)c1 | -1 | -20
C[C@H]1CN([C@@H](C)CO)C(=O)Cc2cc(NC(=O)CCCCCC(=O)Nc3ccccc3N)ccc2O[C@@H]1CN(C)S(=O)(=O)c1cn(C)cn1 | 9 | -53
Cc1noc(C)c1NC(=O)N(C)C[C@@H]1Oc2c(NS(=O)(=O)c3cn(C)cn3)cccc2C(=O)N([C@H](C)CO)C[C@H]1C | 12 | -14
C[C@@H]1CN([C@@H](C)CO)C(=O)Cc2cc(NC(=O)Nc3ccc4c(c3)OCO4)ccc2O[C@@H]1CN(C)Cc1ccncc1 | 9 | 38
COc1ccc(NC(=O)N(C)C[C@@H]2Oc3ccc(NC(=O)Nc4c(C)noc4C)cc3C(=O)N([C@@H](C)CO)C[C@@H]2C)cc1 | 7 | -7
C[C@H](CO)N1C[C@H](C)[C@@H](CN(C)Cc2ccc3c(c2)OCO3)Oc2ccc(NS(=O)(=O)c3ccc(Cl)cc3)cc2C1=O | -11 | 27
C[C@@H]1CN([C@@H](C)CO)C(=O)c2cc(NC(=O)Nc3ccccc3)ccc2O[C@@H]1CN(C)C(=O)NC1CCCCC1 | 9 | 9
COc1ccc(S(=O)(=O)Nc2ccc3c(c2)C(=O)N([C@H](C)CO)C[C@@H](C)[C@@H](CN(C)Cc2ccncc2)O3)cc1 | 4 | -19
COc1ccc(NC(=O)N(C)C[C@H]2Oc3ccc(NS(=O)(=O)c4ccc(Cl)cc4)cc3C(=O)N([C@@H](C)CO)C[C@H]2C)cc1 | -5 | 0
C[C@@H]1CN([C@H](C)CO)C(=O)c2cc(NC(=O)CCCN(C)C)ccc2O[C@@H]1CN(C)Cc1ccc(-c2ccccc2)cc1 | 2 | -23
Cc1noc(C)c1NC(=O)Nc1cccc2c1O[C@@H](CN(C)Cc1ccc(Oc3ccccc3)cc1)[C@@H](C)CN([C@@H](C)CO)C2=O | 0 | 1
C[C@@H]1CN([C@H](C)CO)C(=O)c2cc(NC(=O)Cc3ccccc3)ccc2O[C@H]1CN(C)C(=O)Nc1ccc2c(c1)OCO2 | 4 | -1
COc1ccc(NC(=O)Nc2ccc3c(c2)C(=O)N([C@H](C)CO)C[C@@H](C)[C@@H](CN(C)C(=O)Nc2ccc(OC)cc2)O3)cc1 | 7 | -14
CC(C)NC(=O)Nc1ccc2c(c1)CC(=O)N([C@@H](C)CO)C[C@@H](C)[C@@H](CN(C)C(=O)Nc1ccccc1)O2 | 4 | -12
C[C@@H]1CN([C@H](C)CO)C(=O)Cc2cc(N(C)C)ccc2O[C@@H]1CN(C)Cc1ccc(Oc2ccccc2)cc1 | -51 | 40
CC(C)NC(=O)N(C)C[C@H]1Oc2ccc(NS(=O)(=O)c3ccc(F)cc3)cc2C(=O)N([C@@H](C)CO)C[C@@H]1C | 6 | 10
C[C@H](CO)N1C[C@H](C)[C@H](CN(C)C(=O)NC2CCCCC2)Oc2c(NC(=O)Nc3cccc4ccccc34)cccc2C1=O | -35 | 63*
C[C@@H]1CN([C@@H](C)CO)C(=O)c2cccc(NC(=O)c3ccc(-c4nccs4)cc3)c2O[C@@H]1CN(C)C(=O)Nc1ccccc1 | -16 | 44
C[C@@H]1CN([C@H](C)CO)C(=O)c2cc(NC(=O)Cc3cn(C)c4ccccc34)ccc2O[C@H]1CN(C)Cc1ccc2c(c1)OCO2 | · | 12
C[C@@H]1CN([C@H](C)CO)C(=O)Cc2cc(NC(=O)CCC(F)(F)F)ccc2O[C@@H]1CN(C)CC1CCCCC1 | 1 | -10
C[C@@H]1CN([C@@H](C)CO)C(=O)c2cc(NS(=O)(=O)c3ccc(F)cc3)ccc2O[C@@H]1CN(C)C(=O)Nc1cccc2ccccc12 | 2 | 0
C[C@@H]1CN([C@H](C)CO)C(=O)Cc2cc(NC(=O)CCCN(C)C)ccc2O[C@@H]1CN(C)S(=O)(=O)c1ccc(Cl)cc1 | 10 | 3
C[C@@H]1CN([C@@H](C)CO)C(=O)c2cc(NC(=O)Nc3cccc4ccccc34)ccc2O[C@@H]1CN(C)Cc1ccc(C(=O)O)cc1 | 7 | -5
C[C@H]1CN([C@@H](C)CO)C(=O)CCCn2cc(nn2)CO[C@H]1CN(C)Cc1ccc2cccnc2c1 | 0 | -19
C[C@@H]1CN([C@@H](C)CO)C(=O)c2cc(NC(=O)CCN3CCOCC3)ccc2O[C@@H]1CN(C)C(=O)Nc1ccc(C(F)(F)F)cc1 | -4 | -1
C[C@H]1CN([C@@H](C)CO)C(=O)c2cccc(NC(=O)c3ccncc3)c2O[C@H]1CN(C)C(=O)Nc1cccc2ccccc12 | 1 | 75*
CC(C)NC(=O)Nc1ccc2c(c1)C(=O)N([C@H](C)CO)C[C@@H](C)[C@@H](CN(C)C(=O)Nc1ccc(C(F)(F)F)cc1)O2 | -3 | 1
CC(C)NC(=O)Nc1ccc2c(c1)CC(=O)N([C@H](C)CO)C[C@@H](C)[C@H](CN(C)Cc1ccc3c(c1)OCO3)O2 | 2 | 1
C[C@@H]1CN([C@H](C)CO)C(=O)Cc2cc(NS(C)(=O)=O)ccc2O[C@@H]1CN(C)C(=O)Nc1ccc2c(c1)OCO2 | 1 | -10
COC(=O)N(C)C[C@H]1OCc2cn(nn2)CCCC(=O)N([C@H](C)CO)C[C@@H]1C | · | -24
C[C@@H]1CN([C@@H](C)CO)C(=O)CCCn2nncc2CO[C@H]1CN(C)Cc1ccc(C(=O)O)cc1 | · | 7
C[C@@H]1CN([C@@H](C)CO)C(=O)c2cccc(NC(=O)c3ccncc3)c2O[C@@H]1CN(C)C | 2 | 47
C[C@@H]1CN([C@@H](C)CO)C(=O)Cc2cc(NC(=O)Nc3ccc(C(F)(F)F)cc3)ccc2O[C@@H]1CN(C)C(=O)Nc1ccc(C(F)(F)F)cc1 | -11 | 76*
COc1ccc(S(=O)(=O)N(C)C[C@@H]2Oc3c(NC(=O)Nc4cccc5ccccc45)cccc3C(=O)N([C@H](C)CO)C[C@H]2C)cc1 | 33 | 9
C[C@H](CO)N1C[C@H](C)[C@H](CN(C)C(=O)Nc2cccc3ccccc23)Oc2c(NC(=O)Nc3ccc(F)cc3)cccc2C1=O | 1 | -15
C[C@H]1CN([C@@H](C)CO)C(=O)c2cccc(NS(=O)(=O)c3ccccc3)c2O[C@H]1CN(C)C(=O)Nc1cccc2ccccc12 | 1 | -9
CC(C)NC(=O)N(C)C[C@@H]1Oc2ccc(NC(=O)Nc3ccc(F)cc3)cc2CC(=O)N([C@@H](C)CO)C[C@@H]1C | 2 | -15
CNC[C@H]1OCc2cn(nn2)CCCC(=O)N([C@H](C)CO)C[C@H]1C | 12 | -14
C[C@@H]1CN([C@H](C)CO)C(=O)c2cccc(NC(=O)Nc3ccc(F)cc3)c2O[C@H]1CN(C)C(=O)Nc1ccc(F)cc1 | 7 | 6
C[C@@H]1CN([C@H](C)CO)C(=O)c2cc(NS(C)(=O)=O)ccc2O[C@H]1CN(C)Cc1ccccc1 | 5 | -10
C[C@H]1CN([C@@H](C)CO)C(=O)c2cccc(NS(=O)(=O)c3ccccc3)c2O[C@@H]1CN(C)Cc1ccccc1 | 3 | -8
C[C@@H]1CN([C@H](C)CO)C(=O)c2cc(NS(=O)(=O)c3ccccc3)ccc2O[C@@H]1CN(C)Cc1ccc(C(=O)Nc2ccccc2N)cc1 | 37 | 18
O=C(NO)c1cccc(C(=O)N/N=C/c2ccc(O)c(F)c2)c1 | 0 | -14
C[C@H]1CN([C@@H](C)CO)C(=O)c2cccc(NC(=O)C3CCOCC3)c2O[C@H]1CN(C)C(=O)NC1CCCCC1 | 11 | -43

# A run of entries from the list above, for reference:
mol | INS-1E ATP HTS | T cruzi HTS
C[C@@H]1CN([C@H](C)CO)C(=O)c2cccc(NC(=O)Nc3ccc(F)cc3)c2O[C@H]1CN(C)C(=O)Nc1ccc(F)cc1 | 7 | 6
C[C@@H]1CN([C@H](C)CO)C(=O)c2cc(NS(C)(=O)=O)ccc2O[C@H]1CN(C)Cc1ccccc1 | 5 | -10
C[C@H]1CN([C@@H](C)CO)C(=O)c2cccc(NS(=O)(=O)c3ccccc3)c2O[C@@H]1CN(C)Cc1ccccc1 | 3 | -8
C[C@@H]1CN([C@H](C)CO)C(=O)c2cc(NS(=O)(=O)c3ccccc3)ccc2O[C@@H]1CN(C)Cc1ccc(C(=O)Nc2ccccc2N)cc1 | 37 | 18
O=C(NO)c1cccc(C(=O)N/N=C/c2ccc(O)c(F)c2)c1 | 0 | -14
C[C@H]1CN([C@@H](C)CO)C(=O)c2cccc(NC(=O)C3CCOCC3)c2O[C@H]1CN(C)C(=O)NC1CCCCC1 | 11 | -43

# Assay outcomes as filed in PubChem.
